Compound activity deposited in PubChem BioAssay by National Center for Advancing Translational Sciences (NCATS).
Pf Dd2 growth: inhibitors of Plasmodium falciparum Dd2 growth; P. falciparum Dd2 growth, SYBR Green, 72 h; Potency, µM (doses to about 28.9 µM), for inactives: at the top dose activity, negative = inhibition, most hits filed as inhibitors; 120,000 tested, 4.3% active; active = well fitted inhibition curve with a large enough effect; inconclusive = small, poorly fitted or top-dose-only effect; inactive = no such curve, though single readings can be large or run the other way;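 also: plate controls were DMSO vehicle for no effect and reference drug for full effect; nearly all actives have a fitted effect of over 65% in size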
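Readout: SYBR Green fluorescence, 485 nm excitation, 535 nm emission, after ~16 h lysis at 37C. Before that, Dd2-infected red cells (2.5% hematocrit) grew 72 h with compound, 29 uM top final concentration.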
An asterisk follows results filed as active; i = inactive; ? = inconclusive; [ ] = dose if it differs, or a comment. Potency is read from the fitted curve at half-maximal effect. Only part of the results is shown; count on the stated rates, not on these rows.

Sample of the layout, six compounds:
SMILES	Pf Dd2 growth
Cc1ccc(C(=O)c2oc3ccccc3c2NC(=O)Cc2coc3c(C)c(C)ccc23)cc1	33.5%[activator]
O=C(NCC1CC1)c1nc2c(o1)CCN(CCc1ccccc1)CC2	-12.9%[44.1 µM]
COc1ccc(-c2nc(C)c(CCNC(=O)Cc3ccc(F)cc3)s2)cc1OC	5.6%
CCCCN(C)C(=O)c1ccc2c(c1)N(Cc1cccc(F)c1)C(=O)c1ccccc1S2	i
COc1cc2c(cc1CCc1ccccc1)N(C(=O)c1ccnn1C)CC21CCN(C(C)=O)CC1	?
CC(C)C(=O)N1CCC2(CCC(=O)N(CC3CC3)CC2)CC1	-7.2%

The listing, repeating the preview:
SMILES	Pf Dd2 growth
Cc1ccc(C(=O)c2oc3ccccc3c2NC(=O)Cc2coc3c(C)c(C)ccc23)cc1	33.5%[activator]
O=C(NCC1CC1)c1nc2c(o1)CCN(CCc1ccccc1)CC2	-12.9%[44.1 µM]
COc1ccc(-c2nc(C)c(CCNC(=O)Cc3ccc(F)cc3)s2)cc1OC	5.6%
CCCCN(C)C(=O)c1ccc2c(c1)N(Cc1cccc(F)c1)C(=O)c1ccccc1S2	i
COc1cc2c(cc1CCc1ccccc1)N(C(=O)c1ccnn1C)CC21CCN(C(C)=O)CC1	?
CC(C)C(=O)N1CCC2(CCC(=O)N(CC3CC3)CC2)CC1	-7.2%
CCOC(=O)c1ccccc1NC(=O)CSc1cn(CC(=O)N2CCCCCC2)c2ccccc12	-7.3%
CCC(=O)Nc1cc(C(=O)NCc2ccc(C)cc2)ccc1S(=O)(=O)c1ccc(C)cc1	-26.5%
CCc1noc(-c2nnn3c2COC(c2ccc(Cl)cc2)C3)n1 (stereo not given)	?
COCCc1noc(-c2ccccc2OC2CN(C(=O)c3ccncc3)C2)n1	10µM*
O=c1c2c(n(Cc3cccnc3)n1CCc1ccccc1)CN(CC1CC1)CC2	?
CC(C)C1CN(C(=O)c2ncoc2C2CC2)CCCN1Cc1ccc(F)cc1 (stereo not given)	i
CC(C)(C)c1ccc(-c2cc(C[C@H]3CNCC[C@H]3CC(=O)N3CCN(c4ccc(F)cc4)CC3)no2)cc1	i
O=C(CC1Sc2ccccc2NC1=O)Nc1cccc(C(F)(F)F)c1 (stereo not given)	14.1%
Cc1ccc(-c2nn3c(C)nnc3c3ccccc23)cc1S(=O)(=O)NC(C)(C)CO	-28.7%
O=C(Oc1ccccc1F)c1nc(SCc2ccc(F)cc2)ncc1Cl	7.0%
COc1ccc(-c2c(C)c3ccc(O)c(CN4CCN(C)CC4)c3oc2=O)cc1OC	?
Cc1ccc(C)c2c(=O)cc(CNC(CCn3cncn3)c3ccccc3)[nH]c12 (stereo not given)	-19.5%
COc1cccc2c1cc1c(=O)n(CC(=O)N3CCN(c4cccc(C)c4C)CC3)nc(C)n12	0.5%
O=C(c1ccco1)N1CC(Oc2ccc(-c3nc(-c4ccccc4)no3)cc2)C1	-5.9%[5.79 µM]
O=C(NC1CC1)[C@@H]1CN(CCCc2ccccc2)C[C@H]1CO	?
CC(=O)Nc1c(C)nn(-c2ccccc2)c1N1CCC(C(=O)Nc2ccccc2C(F)(F)F)CC1	?
COc1cccc(-c2nc(SCc3cc(=O)c4cc(Cl)ccc4[nH]3)n[nH]2)c1	105.3%[activator]
CCC1=C(c2ccc(C)cc2)S(=O)(=O)N=C1N1CCC(C(=O)NCCc2ccc(Cl)cc2)CC1	8.91µM*
COc1cccc(CC(=O)N2CCC3(CC2)CN(C2CCC2)CC3CO)c1 (stereo not given)	?
CCC(=O)N1CCc2cc(S(=O)(=O)CCC(=O)NCc3ccccc3OC)ccc21	13.2%
COc1cccc(-c2nc(S(=O)(=O)c3ccccc3)c(N3CCCCC3)o2)c1	-11.5%
COC(=O)C(CCSC)NC(=O)c1cc2c(n(-c3ccc(Cl)cc3)c1=O)CCCC2=O (stereo not given)	-2.9%
COCCN1C(=O)CS(=O)C12CCN(C(=O)Nc1ccc(OC)cc1)CC2 (stereo not given)	-6.1%
COCCNC(=O)CC1=CSC2=NC(C)=C(C(=O)Nc3ccccc3)C(c3cccc(C)c3)N12 (stereo not given)	i
COc1ccc(OC)c(CCNC(=O)C2CCN(c3ncnc4c3nc3n4CCCCC3)CC2)c1	0.1%
NC(=O)CNC(=O)C1=C[C@@H](NC(=O)NC2CCCCC2)[C@@H](O)[C@H](O)C1	-16.0%[44.1 µM]
O=C(NC1CCOCC1)c1ccc2c(c1)OCCN(c1ccccc1)C2	i
O=C(c1ccon1)N1CCN(Cc2cnn3cccnc23)CC(O)C1 (stereo not given)	9.8%
Cc1nccn1CCCC(=O)N1CC[C@](C)(O)[C@H](C)C1	10.3%
C#CCN(C)C(=O)[C@@H](C)C1CC[C@@]2(C)Cc3sc(NC)nc3[C@@H](C)[C@@H]2[C@H]1O (stereo not given in full)	i
COc1ccc(-c2nn(-c3ccccc3)cc2CN2CCOC(C)(C)C2)c(F)c1	?
Cc1cccc(C)c1NC(=O)N(C)CC1CCOCC1	37.3%[activator]
Cc1ccc2cccc(NC(=O)c3ccc(-c4ccc(Cl)cc4Cl)o3)c2n1	15.5%
CCn1cc(S(=O)(=O)N2CC(Oc3ccccc3-c3noc(C)n3)C2)cn1	i
Cc1oc(-c2ccccc2Cl)nc1Cn1c(SCc2cccc(F)c2)nc2cccnc21	?
CCN1CCN(C2(C(=O)NCCC3CCCCO3)Cc3ccccc3C2)CC1 (stereo not given)	?
O=C(CCCn1c(=O)c2ccccc2n(CC(=O)Nc2cccc(Cl)c2)c1=O)NCc1ccc2c(c1)OCO2	i
CCOc1ccc(-c2nc(-c3nnn4c3COC(c3ccc(OC)cc3)C4)no2)cc1 (stereo not given)	i
Cc1noc(C)c1C(=O)N1CCN(C2CCNCC2)C(=O)C1	27.6%
N#CC1CCN(C(=O)c2nc(-c3cccc(C(F)(F)F)c3)c3ccccn23)CC1	i
O=C(Cn1nc(-c2ccco2)ccc1=O)NC1CCCc2c1[nH]c1ccccc21 (stereo not given)	6.7%
Cc1cn2c(=O)cc(COC(=O)c3cccc(NC(=O)c4ccc(C(C)(C)C)cc4)c3)nc2s1	23.7%
COc1cc(C2C=C(C(=O)O)Nc3ncnn32)ccc1O (stereo not given)	62.0%[activator]
Cn1nc2cccc(S(=O)(=O)N[C@H](c3ccccn3)C3CC(O)C3)c2n1 (stereo not given in full)	2.8%
Cc1nccn1CCNC(=O)C12CCCC=C1N(C1CCCC1)C(=O)CC2 (stereo not given)	-8.8%
COc1ccc(NC(=O)c2c(NC(=O)COc3ccc(Cl)cc3)sc3c2CCCCC3)cc1	3.16µM*
Nc1cc(=O)nc(SCC(=O)Nc2ccc(F)cc2)n1-c1cccc(Cl)c1	?
COc1cccc(CN2CCc3nc(C(=O)NCC4CC4)oc3CC2)c1	?
O=C(Nc1ccc(Cl)cc1)N1CCn2c(nn(-c3ccc(F)cc3)c2=O)C1	i
CC(C)OCCCNC(=O)c1cc(C2CC2)nc2onc(C3CCNCC3)c12	?
CC(C)CC(=O)N1CC[C@H]2COC(=O)N2c2cc(F)ccc2C1	-11.3%[44.1 µM]
COc1ccc(NC(=O)c2c(C)nc3n2CCC(Nc2ccccc2C)C3)cn1 (stereo not given)	i
Cc1cc(C)c(NC(=O)C2CCN(c3nc4ccccc4n4cccc34)CC2)c(C)c1	-16.6%
Cc1ccc(C(C)NC(=O)c2cn(CCN3CCNCC3)nn2)cn1 (stereo not given)	13.0%

Quoted from the listing.
Value for `Cc1cn2c(=O)cc(COC(=O)c3cccc(NC(=O)c4ccc(C(C)(C)C)cc4)c3)nc2s1` under Pf Dd2 growth: 23.7%
Value for `Cc1nccn1CCNC(=O)C12CCCC=C1N(C1CCCC1)C(=O)CC2` (stereo not given) under Pf Dd2 growth: -8.8%
Value for `Cc1cc(C)c(NC(=O)C2CCN(c3nc4ccccc4n4cccc34)CC2)c(C)c1` under Pf Dd2 growth: -16.6%

Going on with the list.
SMILES	Pf Dd2 growth
COc1ccc(-c2onc(C)c2C(=O)NCCc2cccs2)cc1	-9.8%
CC(=O)N1CCC(NCc2cccnc2Oc2ccccc2C)CC1	i
CC(=O)N1CC2(CCN(C(=O)NCc3ccccc3)CC2)CC1C(=O)O (stereo not given)	4.1%
COc1cccc(CCC(=O)N2CCCN(c3cc(-c4ccccc4)[nH]n3)CC2)c1	-24.1%
CN1CCN(c2nc3c(c(=O)[nH]2)CCN(Cc2cccnc2)CC3)CC1	37.9%[activator][5.79 µM]
O=C(NCc1ccc(Cl)nc1)c1cnn2c1CN([S+](=O)([O-])c1cccc(C(F)(F)F)c1)CC2	70.5%[activator]
O=C(NC1CCCCC1)C1CN(C(=O)c2cccc(F)c2)CC12CCOCC2 (stereo not given)	-4.1%
Cc1ccccc1C(=O)N1CCCCC1CCN1CCCCC1 (stereo not given)	i
O=C(NCc1ccc(Cl)cc1)C1CCN(S(=O)(=O)c2ccccc2)CC1	i
Cc1cc(C(=O)NC2CC(C)(C)Cc3nc(N4CCOCC4)ncc32)nn1C (stereo not given)	-11.6%
Cc1ccc(-n2c(C3CCN(C(=O)c4cccc(C(F)(F)F)c4)CC3)n[nH]c2=O)cc1	?
O=C(NC1CCCCC1)[C@@H]1C[C@@H](O)CN1C1CCN(C(=O)c2ccccc2F)CC1	-7.1%
O=C1CC(c2ccccc2)N(Cc2ccncc2)CCCN(Cc2ccccn2)CCN1 (stereo not given)	?
COc1ccc(-c2cc(-c3ccccc3)nc3c(C)noc23)cc1OC	?
Cc1n[nH]c(C)c1C(NC(=O)c1c(C)c2cccc(C)c2n1C)C(=O)O (stereo not given)	-7.7%
CN1C[C@H](O)C[C@H]1c1nnc2n1CCN(S(=O)(=O)c1ccccc1)CC2	6.8%
Cc1ccc(CNC(=O)c2ccc(Cn3c(SCc4ccccc4F)nc4cccnc43)cc2)cc1	i
COCCNC(=O)CCCn1c(=O)c2cc(OC)c(OC)cc2n(CC(=O)Nc2ccc(F)cc2)c1=O	i
COC(=O)c1cc2sccc2n1Cc1nc(-c2ccc(C)cc2)oc1C	9.8%
O=C(CN1CCCC(c2nccn2Cc2cscn2)C1)N1CCOCC1 (stereo not given)	-2.7%

Reformatted in CSV form: two of the compounds above.
mol,Pf Dd2 growth
Cc1ccc(CNC(=O)c2ccc(Cn3c(SCc4ccccc4F)nc4cccnc43)cc2)cc1,i
O=C(NC1CCCCC1)C1CN(C(=O)c2cccc(F)c2)CC12CCOCC2 (stereo not given),-4.1%

Next part:
SMILES	Pf Dd2 growth
NC(=O)c1cccc(-c2cc3c(cn2)CN(Cc2ccncc2)CCN3)c1	3.7%[44.1 µM]
COc1ccc(C2(C(=O)N3CCCC(CN4CCOCC4)CC3)CC2)cc1 (stereo not given)	?
COc1ccc(-c2nc(C3CC(=O)N(c4ccc(F)c(Cl)c4)C3)no2)c(OC)c1 (stereo not given)	45.8%[activator]
CC1CCN(C(=O)Cn2cc(SCC(=O)NCc3ccc(F)cc3)c3ccccc32)CC1	-11.0%
Cc1cc(C)n(C(C)CC(=O)NCc2ccc(Cl)cc2)n1 (stereo not given)	2.4%
COc1ccc(C2(C(=O)N3CCCC(c4nc(C(C)C)no4)CCNC(=O)CC3)CC2)cc1 (stereo not given)	-2.7%
CCOc1ccc(CCNC(=O)c2cc3cc4ccc(OC)cc4nc3s2)cc1OCC	-15.4%
CCOc1ccccc1C(=O)N1CCC2(CC1)N(C)C(=O)CS2(=O)=O	12.7%
Cc1ccc(CCNC(=O)c2ccc(CNS(=O)(=O)c3ccc(F)cc3)cc2)cc1	4.2%
CCC(CC)NC(=O)C1CCN(c2cn[nH]c(=O)c2)C1 (stereo not given)	20.4%
CCN(CC)c1ccc2cc(-c3nnc(-c4cccc(Cl)c4)o3)c(=O)oc2c1	-2.1%
CNc1ncccc1C(=O)N[C@H](c1cccs1)C1CC(O)C1 (stereo not given in full)	-20.1%
Cc1cccc(NC(=O)C2CCCCC(=O)N2)c1 (stereo not given)	-9.5%
Cc1cc(C)cc(N2CCC(N3CCC(CCC(=O)NC4CC4)CC3)CC2)c1	-9.9%
COc1ccc(CCNC(=O)CCCCCn2c(SCC(N)=O)nc3cc4c(cc3c2=O)OCO4)cc1OC	-25.2%
CCOc1ccc(OCC)c(NC(=O)c2ccc(-c3ccccc3)s2)c1	?
O=C1CC2(CCN(Cc3cccnc3)CC2)Oc2ccccc21	?
Cc1cncc(-c2ccc(S(N)(=O)=O)cc2F)c1	2.5%
O[C@H]1[C@H](NCc2cccc(C(F)(F)F)c2)[C@@H](c2ccc(N3CCOCC3)nc2)C[C@H]1O	i
CC[C@H]1CN(C(C)=O)CC[C@H]1CC(=O)NCc1ccc2c(c1)OCO2	10.6%[44.1 µM]
Cc1[nH]c2ccc(F)cc2c1Cc1nc(C2CCOC2)no1 (stereo not given)	-8.7%
O=C1NC(=NC2CCCC2)C2(CCN([S+](=O)([O-])c3ccccc3)C2)N1c1cc(F)cc(F)c1 (stereo not given)	-13.7%
Cc1ccc2ncc3c(-c4ccc(F)cc4)nn(CC(=O)Nc4ccccc4C)c3c2c1	i
C#CCNC(=O)c1ccc2nccn2c1	22.5%[44.1 µM]
Cc1ccc(NC(=O)CN2C(=O)COc3ccc(S(=O)(=O)NC4CCCC4)cc32)cc1N(C)C	i
COc1ccc(C(C)NC(=O)CN(c2cc(OC)ccc2OC)S(=O)(=O)c2ccccc2)cc1 (stereo not given)	10.6%
Cc1ccc(OCC(=O)Nc2cccc(OCc3cc(=O)n4ccccc4n3)c2)cc1C	?
O=C(COc1ccccc1F)c1ccc2c(c1)N(CC(=O)N1CCOCC1)C(=O)CO2	7.3%
O=C(Nc1ccc(Cl)cc1)N1CCCC(c2nn(-c3ccc(Cl)cc3)c(=O)[nH]2)C1 (stereo not given)	-28.6%
COc1ccccc1N1CCN(c2ncnc3c2cnn3-c2cccc(Cl)c2)CC1	i
O=C(Nc1ccccc1)N(Cc1cccs1)c1ccc(Cl)cc1	?
CC(C)Oc1ccc(CNC(=O)CC2CCOCC2)cc1	12.1%
CC(C)CCn1c(Oc2ccccc2F)nc2c1c(=O)n(C)c(=O)n2C	?
c1ccc(-c2nnc3n2CCN(CC2CC2)C3)cc1	9.1%[44.1 µM]
